# T cell modulator: modulates CD8 T cell binding to vesicles; 2C CD8+ T cell-vesicle binding, flow cytometry; stronger effect = lower value; calls only at 7 µM; 330,000 compounds, 0.068% hits; AID 2052;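 active means response, share of CD8 T cells binding vesicles, and their 90th percentile fluorescence all below set limits, cut at about 80% in these data, passing the limit was not always enough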
#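 material = purified 2C TCR transgenic mouse naive CD8+ T cells | controls = Unloaded micro-vesicles (low), QL9 vesicles with 0.7% DMSO (high) | detection = cytometric PE anti-B7-1 and Alexa647 anti-CD8 signals after 1% paraformaldehyde fixation | incubation = binding step 1.5 h, 37 °C, antibody labelling 20 min, ice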
# Large T inhibition: TAg ATPase/helicase activity blockers – biochemical (AID 1903); 310,000 compounds, 0.39% hits; SV40 large T antigen ATPase/helicase inhibition assay; higher % means a stronger effect; inhibition, % at 20 µM, or IC50 in µM where a hit was titrated; in the data active means a potency from the dose series; inconclusive means inhibition mostly from about 32% at the one dose, without a potency; inactive means the rest, 99 in 100 with inhibition below about 32%; further: strong numbers were not always called active
# RSV antiviral HEp-2: RSV antiviral activity via CPE protection, HEp-2 cells, primary 10 µM value included (AID 2391); HEp-2 cells, RSV-induced CPE inhibition; higher % means a stronger effect; CPE inhibition, % at 10 µM; hits with a dose series show IC50 in µM; 310,000 compounds, 0.13% hits; in the data active means a potency from the dose series; inconclusive means CPE inhibition mostly from about 23% at the one dose, without a potency; inactive means the rest, 99 in 100 with CPE inhibition below about 21%; further: strong numbers were not always called active
# West Nile virus CPE: West Nile virus antiviral activity, cell-based, CPE readout (AID 1621); West Nile virus-infected cells, CPE inhibition; higher % means a stronger effect; CPE inhibition, % at 10 µM; hits with a dose series show IC50 in µM; 290,000 compounds, 0.02% hits; in the data active means a potency from the dose series; inconclusive means CPE inhibition mostly from about 3.7% at the one dose, without a potency; inactive means the rest, 99 in 100 with CPE inhibition below about 2.2%; further: strong numbers were not always called active
# Salmonella PhoP GFP: inhibitors of PhoP regulon expression, primary screen, Salmonella Typhimurium, GFP reporter (AID 1863) | S. Typhimurium PhoP-regulated promoter GFP reporter, 4 h; higher % means a stronger effect | 300,000 compounds, 0.16% hits | inhibition, % at 50 µM, or IC50 in µM where a hit was titrated;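 active means inhibition over 29.93%, a cutoff 3 SD above the screen mean, later confirmed by dose response; inconclusive means inhibition over 29.93% but no dose response follow-up; inactive means inhibition at most 29.93% or unconfirmed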;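 further: 0% = low Mg2+ inducing control and 100% = high Mg2+ repressing control; strong numbers were not always called active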
# Dengue-2 NS5 capping: Dengue-2 NS5 methyltransferase inhibitors, primary screen, biochemical, confirmation dose response (AID 588689) | 340,000 compounds, 0.3% hits | inhibition, % at 25 µM; hits with a dose series show IC50 in µM | Dengue-2 NS5 methyltransferase capping enzyme assay, biochemical; higher % means a stronger effect; in the data active means a potency from the dose series; inconclusive means inhibition above about 29% without an active follow-up result
# UTI89 phage lysis: inhibition of K1F phage lysis, E. coli UTI89, bacterial capsule biogenesis inhibitors, alamar blue (AID 488966) | 340,000 compounds, 0.02% hits | E. coli UTI89 K1F phage lysis, alamar blue, 2 h; higher % means a stronger effect | one-dose inhibition, % at 100 µM; IC50 in µM for titrated hits;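 active means phage lysis inhibition, versus mean bacterial control, above a set limit; inconclusive means no clear call, values can overlap the other calls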;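 further: capsule biogenesis inhibitors block K1F phage lysis so surviving cells raise fluorescence; higher fluorescence means more inhibition of phage lysis; actives were called in the ten point dose series up to 300 µM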
# NTR1 agonist: agonists of NTR1, primary screen, imaging, U2OS cells, beta-arrestin-GFP, high content (AID 493036). NTR1-U2OS beta-arrestin-GFP spot imaging, agonist mode. activation, % at 20 µM. 330,000 compounds, 0.17% hits;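 active means activation at or above 40% of the spot to cytoplasm intensity ratio, with at least 20 cells analyzed; inconclusive means wells under 20 cells, flagged as cytotoxic or low count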;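 further: 0% = DMSO without peptide and 100% = 100 nM NTR1 peptide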
# Target sequence (P30989 whole entry, looked up): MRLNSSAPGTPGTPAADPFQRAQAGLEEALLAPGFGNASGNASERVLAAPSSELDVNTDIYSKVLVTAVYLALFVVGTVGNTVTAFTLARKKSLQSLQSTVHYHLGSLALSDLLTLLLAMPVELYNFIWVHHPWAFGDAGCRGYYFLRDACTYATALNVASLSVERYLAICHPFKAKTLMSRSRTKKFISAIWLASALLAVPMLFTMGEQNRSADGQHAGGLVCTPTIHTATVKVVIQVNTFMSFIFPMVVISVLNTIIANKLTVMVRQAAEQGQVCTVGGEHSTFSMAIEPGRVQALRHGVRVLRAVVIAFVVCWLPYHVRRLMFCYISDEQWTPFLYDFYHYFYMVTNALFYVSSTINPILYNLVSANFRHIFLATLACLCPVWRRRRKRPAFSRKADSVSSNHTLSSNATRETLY
# Rac1 GTP hydrolysis: MgcRacGAP GTPase-activating activity inhibitors, confirmation, biochemical, ADP Hunter fluorescence. MgcRacGAP-stimulated Rac1 GTP hydrolysis, ADP Hunter fluorescence; higher % means a stronger effect; GST-tagged Rac1 F28L mutant substrate. AID 624330. one-dose inhibition, % at 30 µM; IC50 in µM for titrated hits. 340,000 compounds, 0.6% hits;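 active means first-screen hits whose inhibition reached a set limit at any dose in the follow-up dose series; inconclusive means inhibition above the set first-screen limit but never retested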;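 further: fluorescence reports GDP produced by GAP-driven GTP hydrolysis; strong numbers were not always called active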
# T cell modulator vesicle-bound %: recorded beside T cell modulator, whose call it bears; double positive events, %; measured here: CD8+ vesicle-bound cell fraction;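 binding gate set so that unloaded-vesicle control wells show 10% double positive cells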
# NTR1 agonist cell count 20 µM: also measured in NTR1 agonist; calls as there; cell count; measured here: cell count, cytotoxicity flag
# Dengue-2 NS5 capping pilot replicate: recorded beside Dengue-2 NS5 capping, whose call it bears; inhibition, %; measured here: pilot screen replicate inhibition
# * = called active by the depositor; i = inactive; ? = inconclusive; . = no result given; & = joins results of further samples; [ ] = dose if it differs, or a comment. A portion of the library, so the mix of outcomes need not match the whole.
SMILES,T cell modulator,T cell modulator vesicle-bound %,Large T inhibition,RSV antiviral HEp-2,West Nile virus CPE,Salmonella PhoP GFP,Dengue-2 NS5 capping,UTI89 phage lysis,NTR1 agonist,NTR1 agonist cell count 20 µM,Rac1 GTP hydrolysis,others
O=C(Cn1cc(C(=O)c2ccccc2F)c2ccccc21)NC1CC1,i,36.6,14.9%,0.6%,0.3%,4.2%,-6.8%,0.2%,1.2,54,6.2%,
Cc1ccc(N(C)C(=O)Oc2cccc3ccc(C)nc23)cc1,i,28.6,3.6%,0.2%,-0.5%,-5.7%,0.5%,0.9%,-0.1,40,12.1%,
CCC(=NCCO)c1c(O)n(-c2ccc(Cl)cc2)c(=O)[nH]c1=O,i,28.3,3.0%,0.8%,-0.2%,14.5%,-4.8%,0.8%,1.8,62,7.0%,
Cc1cccc(-n2c(-c3ccccc3)nc3ccccc3c2=O)n1,i,59.7,5.0%,0.5%,-0.6%,-13.8%,.,-0.2%,-1.6,31,8.5%,
Cc1ccc(-c2nn(CCC#N)cc2C(=O)O)cc1C,i,22.7,20.4%,-0.7%,0.7%,-5.1%,-5.0%,-0.5%,0.2,40,0.8%,
O=c1[nH]c(O)c(Cc2ccc3c(c2)OCO3)c(=O)[nH]1,i,43.9,7.8%,-0.3%,0.1%,2.7%,-7.0%,0.7%[50 µM],-0.8,73,10.8%,
COc1ccc2c(c1OC)C(=O)OC2c1c(O)n(Cc2ccc(F)cc2)c(=O)[nH]c1=O (stereo unspecified),i,8.8,15.1%,0.3%,-0.3%,9.5%,69.7µM*,-0.2%,-0.5,77,20.1%,
COC(=O)C1=C(c2ccc(-c3ccccc3)c(F)c2)C[C@@H]2CC[C@H]1N2C(=O)NC1Cc2ccccc2C1,i,29.2,.,2.2%,.,.,2.4%,0.1%,-0.5,45,4.3%,
Cc1c(C(c2ccc(Br)cc2)c2c(O)c3ccccc3oc2=O)c(=O)n(-c2ccccc2)n1C (stereo unspecified),i,12.1,17.9%,2.1%,0.6%,-5.7%,-6.3%,-0.1%,27.1,51,11.3%,
CCCCC/C(=N/O)c1c(C)[nH]c2ccccc12,i,35.0,8.7%,8.6%,-1.0%,-1.8%,-1.5%,-3.1%,2.5,60,13.4%,
COC(=O)C1=C(c2ccc(OCc3ccccc3)cc2)C[C@@H]2CC[C@H]1N2C(=O)NCc1ccccc1,i,25.0,.,-0.2%,.,.,-8.4%,0.5%,0.9,50,7.7%,
CCN(CC)CCCN=Cc1c(O)n(-c2ccccc2F)c(=O)[nH]c1=O,i,49.9,1.4%,0.6%,0.2%,20.5%,1.6%,-0.1%,-1.2,48,10.4%,
O=c1[nH]c(=O)n(C2CCCCC2)c(O)c1C=Nc1ccc(N2CCOCC2)cc1,i,8.9,5.4%,2.7%,0.0%,-2.7%,4.5%,0.5%,7.4,35,5.8%,
Cc1ccc(N2C(=O)CC(=O)NC2=O)c(C)c1,i,16.3,8.2%,-0.5%,0.6%,-3.2%,-18.6%,0.6%,0.4,63,4.4%,
Fc1ccc(CNC2CN3CCC2CC3)cc1 (stereo unspecified),i,51.9,19.0%,1.8%,-0.1%,5.2%,-7.7%,0.1%,-0.7,57,8.2%,
CN1CCN(/N=C/c2c(O)n(C)c(=O)n(C)c2=O)CC1,i,67.4,-0.8%,0.8%,0.4%,7.3%,-4.4%,-0.3%,0.0,37,0.6%,
Cc1nc2ccccc2c(=O)n1-c1ccccc1[N+](=O)[O-],i,62.9,-4.6%,2.1%,0.1%,6.8%,-6.2%,0.4%,-0.2,61,10.1%,
O=c1c2ccccc2nc(-c2ccco2)n1-c1ccc(Br)cn1,i,18.9,12.3%,0.3%,-0.5%,19.6%,-16.2%,-0.1%,-1.0,74,-3.6%,
CC12CNCC(C)(CNC1)C2O (stereo unspecified),i,5.0,14.1%,0.6%,0.7%,-10.1%,-0.7%,4.0%,-0.2,60,8.6%,
CCOc1ccc(N=Cc2c(O)n(CCc3ccc(OC)c(OC)c3)c(=O)[nH]c2=O)cc1,i,59.1,20.3%,.,0.3%,.,-12.2%,2.9%,0.3,52,12.3%,
Oc1cccc(/C=N/NP(=S)(c2ccccc2)c2ccccc2)c1,i,46.4,10.7%,10.0%,0.1%,2.8%,-5.5%,-0.8%,7.4,70,9.5%,
Cc1ccc2nc(C)n(-c3ccc(F)cc3)c(=O)c2c1,i,29.2,3.8%,-1.7%,0.1%,9.9%,.,.,-1.5,16,.,
Cn1cccc1/C=C1/C(=O)NC(=O)N(Cc2ccccc2)C1=O,i,45.5,22.7%,1.6%,-0.3%,-3.5%,3.8%,1.6%[50 µM],1.7,54,?,
N#CC(C#N)=Cc1ccc(C=C(C#N)C#N)cc1,.,.,.,.,0.4%,-0.8%,-39.8%,0.4%,.,.,24.6%,
O=C(CCl)NCC1CCCO1 (stereo unspecified),i,33.9,28.8%,0.3%,0.1%,-1.1%,1.5%,0.7%,2.5,49,9.0%,
Cc1ccc(P(=S)(c2ccc(C)o2)N2CCOCC2)o1,i,57.0,0.9%,3.2%,0.4%,-9.0%,1.7%,0.4%,0.2,39,16.8%,
CN1CCN(CCC(=O)OC2CC3CCC(C2)N3C)CC1 (stereo unspecified),i,30.4,1.6%,2.2%,0.3%,1.4%,.,0.6%,-1.0,52,6.7%,
C=CCn1c(O)c(C(C)=NCCc2c[nH]c3ccccc23)c(=O)[nH]c1=O,i,2.2,6.5%,1.6%,-0.2%,-0.6%,-1.5%,-0.4%,0.3,60,4.5%,
O=C(c1ccc(N2CCCCC2)c([N+](=O)[O-])c1)N1CCC2(CC1)OCCO2,i,65.2,24.2%,-1.1%,-1.6%,4.6%,-6.7%,0.0%,0.5,60,2.1%,
C[C@]12CCC3C(CC[C@H]4C[C@H](O)CC[C@]34C)C1CC(=O)[C@@H]2O (stereo partly specified),i,28.3,.,.,.,.,0.8%,3.6%,1.4,73,-5.1%,
CN1C2CCC1CC(OC(c1ccccc1)c1ccccc1N)C2 (stereo unspecified),i,27.6,4.7%,-1.1%,-0.1%,-7.9%,-2.9%,3.7%,0.2,64,8.5%,
CCOP(=S)(OCC)Oc1nc(Cl)c(Cl)cc1Cl,i,18.1,.,0.1%,.,.,-2.2%,-1.0%,0.9,65,12.2%,
Cc1cc(N(CCCl)CCCl)ccc1/C=N/NC(=O)c1ccco1,i,52.6,5.3%,4.4%,.,23.3%,-4.1%,0.0%,1.7,60,5.1%,
COc1ccccc1CN1CCCC(C(=O)c2ccccc2OC)C1 (stereo unspecified),i,69.1,9.7%,6.9%,-0.7%,-5.2%,3.1%,-0.9%,-1.1,51,2.8%,
CCOc1ccc(-n2c(O)c(C=Nc3ccc(NC(C)=O)cc3)c(=O)[nH]c2=O)cc1,i,17.7,17.9%,5.1%,0.2%,-12.6%,2.3%,-1.0%,2.9,55,1.3%,
Cc1cc(Cl)ccc1C(=O)C1CCCN(C2CCSCC2)C1 (stereo unspecified),i,34.3,8.6%,-0.6%,-1.1%,21.1%,-10.0%,-0.7%,-0.4,98,-6.0%,
CC12CN3CC(C)(CN(C1)P3(=O)Oc1ccccc1)C2=O (stereo unspecified),i,42.3,-3.5%,1.0%,0.3%,12.6%,-5.0%,-0.1%,1.6,62,2.8%,
CCC1CN(C)CCC1(OC(C)=O)c1ccccc1 (stereo unspecified),i,41.4,8.3%,0.2%,-0.5%,6.7%,-8.0%,3.5%,-0.1,63,2.3%,
CN(C(=O)Oc1ccc(Cl)c2cccnc12)c1ccccc1,i,12.0,6.6%,1.4%,-0.9%,-2.8%,-0.7%,0.7%,2.0,31,6.5%,
CC12CN3CC(C)(CN(C1)C3c1cccs1)C2 (stereo unspecified),i,15.5,-4.5%,-1.1%,0.9%,-8.5%,-7.4%,-0.1%,4.2,75,6.5%,

# Three structures from above, ordered by SMILES length, largest number first.
SMILES,T cell modulator,T cell modulator vesicle-bound %,Large T inhibition,RSV antiviral HEp-2,West Nile virus CPE,Salmonella PhoP GFP,Dengue-2 NS5 capping,UTI89 phage lysis,NTR1 agonist,NTR1 agonist cell count 20 µM,Rac1 GTP hydrolysis,others
Oc1cccc(/C=N/NP(=S)(c2ccccc2)c2ccccc2)c1,i,46.4,10.7%,10.0%,0.1%,2.8%,-5.5%,-0.8%,7.4,70,9.5%,
Cc1ccc2nc(C)n(-c3ccc(F)cc3)c(=O)c2c1,i,29.2,3.8%,-1.7%,0.1%,9.9%,.,.,-1.5,16,.,
CC12CN3CC(C)(CN(C1)C3c1cccs1)C2 (stereo unspecified),i,15.5,-4.5%,-1.1%,0.9%,-8.5%,-7.4%,-0.1%,4.2,75,6.5%,

# (listing goes on)
SMILES,T cell modulator,T cell modulator vesicle-bound %,Large T inhibition,RSV antiviral HEp-2,West Nile virus CPE,Salmonella PhoP GFP,Dengue-2 NS5 capping,UTI89 phage lysis,NTR1 agonist,NTR1 agonist cell count 20 µM,Rac1 GTP hydrolysis,others
Cc1nonc1OCCNCCNc1ccc([N+](=O)[O-])c2cccnc12,i,61.0,6.0%,-0.5%,-1.4%,14.8%,-7.2%,0.1%,1.1,87,10.9%,
CC[N+]1(C)CCCC(OC(=O)C(O)(c2ccccc2)c2ccccc2)C1 (stereo unspecified),i,22.6,7.0%&26.0%,0.8%,0.4%,1.9%&-8.0%,-3.7%,5.2%,-0.9,68,0.1%,
COC(=O)C(=O)N1CC2(C)CNCC(C)(C1)C2=O,i,38.1,.,0.1%,1.3%,.,-6.2%,0.1%,0.0,43,-4.6%,
CCC(=NCCOc1ccc(Cl)cc1)c1c(O)n(C)c(=O)n(C)c1=O,i,1.6,2.0%,3.1%,.,11.5%,-10.7%,-0.9%,5.2,78,-5.1%,
CCC1(CC)C(=O)NC(=NCCc2c[nH]c3ccccc23)NC1=O,i,35.5,10.1%,-0.3%,0.3%,-6.9%,-4.1%,0.7%,0.2,73,5.3%,Dengue-2 NS5 capping pilot replicate=-2.0
Cc1cc(Oc2cc(NN3CCCCC3)c([N+](=O)[O-])cc2[N+](=O)[O-])ccc1[N+](=O)[O-],i,17.9,-1.7%,-1.2%,-1.1%,12.2%,-5.6%,0.6%,5.1,73,4.7%,

# Screens: PubChem BioAssay, several laboratories
